DT40 TDP1 CPT: DT40-hTDP1 cell growth loss with CPT; chicken DT40 Tdp1-/-;hTDP1 cells + 20 nM CPT, ATP luminescence, 48 h; 420,000 tested, 12% active; Potency, µM (titrated, usually from 46.2 µM), without a hit: at the top dose activity change, negative = growth inhibition, hits mostly inhibitors; further: nearly all actives have a fitted effect of over 55% in size
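Cell growth measured by CellTiter-Glo luminescence after a minimum 48 h, 37 C compound exposure with 20 nM CPT in Tdp1-knockout DT40 cells stably expressing hTDP1, seeded 400/well; qHTS titration format.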
FEN1 inhibitor: blocks human flap endonuclease 1; P39748; Recombinant FEN1 flap cleavage, fluorescence, 15 min; Potency, µM (top dose mostly 114 µM), without a hit: at the top dose activity change, negative = inhibition, usual class: inhibitors; 390,000 tested, 0.35% active; further: nearly all actives have a fitted effect of over 65% in size
Target sequence (P39748 whole entry, looked up): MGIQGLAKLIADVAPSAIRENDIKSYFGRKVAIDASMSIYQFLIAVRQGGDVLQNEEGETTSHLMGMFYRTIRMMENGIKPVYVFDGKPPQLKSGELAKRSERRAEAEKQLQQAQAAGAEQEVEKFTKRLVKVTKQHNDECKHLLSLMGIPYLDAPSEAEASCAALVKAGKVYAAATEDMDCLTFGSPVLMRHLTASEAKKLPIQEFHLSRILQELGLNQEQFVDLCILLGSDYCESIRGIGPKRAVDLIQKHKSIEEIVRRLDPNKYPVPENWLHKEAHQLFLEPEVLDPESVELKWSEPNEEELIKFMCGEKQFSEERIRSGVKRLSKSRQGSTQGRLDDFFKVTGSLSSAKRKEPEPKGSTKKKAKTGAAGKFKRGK
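Recombinant FEN1 (10 nM) was preincubated with pin-transferred compounds for 15 min at room temperature, then flap DNA substrate (50 nM final) was added. Plates were read at 0 and 15 min, and normalized concentration–response data were fitted to a four-parameter Hill equation.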
N370S GC mod: inhibitors or activators of N370S glucocerebrosidase for Gaucher disease | Potency, µM (highest dose often 59.4 µM), without a hit: top-dose activity change, negative = inhibition, actives largely listed as inhibitors | P04062 | N370S GC spleen homogenate, 4MU-glucoside fluorescence | 330,000 tested, 0.092% active;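 further: 0% = full enzyme activity and -100% = no enzyme basal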
Numbers without * were called inactive; & = joins results of further samples; [ ] = dose if it differs, or a comment. The call rests on the fitted dose curve; in most records, active means well fitted curve in the direction sought with a large enough effect; inconclusive means small, poorly fitted or top-dose-only effect, or another doubt; inactive means no such curve, though single readings can be large; an effect the other way counts as inactive or inconclusive. Unless noted, on the % scale 0 is the no-effect control and ±100 the full control effect; potency means the concentration at half of the fitted maximal effect.

For COc1ccc(S(=O)(=O)N(CC(=O)NN=C2CCN(C)CC2)c2ccc(C)cc2)cc1OC the results were DT40 TDP1 CPT -8%, FEN1 inhibitor -3% and N370S GC mod -2%.
Nc1ccc2nc(-c3ccc(N)c(Cl)c3)[nH]c2c1 was read as DT40 TDP1 CPT 6.5µM*, FEN1 inhibitor 50µM* and N370S GC mod -9%.
For COc1cccc(CC(=O)OCC(=O)NC(=O)c2ccc(OC(F)F)cc2)c1 the results were DT40 TDP1 CPT 1%, FEN1 inhibitor -4% and N370S GC mod -7%.
Screening Cc1ccc(NC(=O)N(C)c2ccccc2)cc1 returned DT40 TDP1 CPT -3%, FEN1 inhibitor -9% and N370S GC mod 9%.
Screening CC(=O)c1ccc(OCCNS(=O)(=O)c2ccc(-n3cnnn3)c(C)c2)cc1 returned DT40 TDP1 CPT 13µM*, FEN1 inhibitor 11% and N370S GC mod -3%.
Screening COc1cc(/C=N/N=C2/NC(=O)C(Cc3ccccc3)S2)ccc1O (stereo not drawn) returned DT40 TDP1 CPT inconclusive, FEN1 inhibitor 15% and N370S GC mod -6%.
`CC(Oc1ccc(Cl)cc1)C(=O)N(C)CC(=O)Nc1ccc(N2CCOCC2)cc1` (stereo not drawn) gave DT40 TDP1 CPT inconclusive, FEN1 inhibitor 0% and N370S GC mod -9%.
`CC1CN(C(=O)c2cc3c(=O)n4ccccc4nc3n2C)CC(C)O1` (stereo not drawn) gave DT40 TDP1 CPT 13%, FEN1 inhibitor 15% and N370S GC mod inconclusive.
CCC(C)c1ccc(NC(=S)NCc2ccccn2)cc1 (stereo not drawn) was read as DT40 TDP1 CPT -9%, FEN1 inhibitor -7% and N370S GC mod 10%.
`CC(=O)Cn1ncc(N2CCCCC2)c(Cl)c1=O` gave DT40 TDP1 CPT -9%, FEN1 inhibitor 4% and N370S GC mod -19%.

Structures above that have an aryl methoxy group (three):
For COc1ccc(S(=O)(=O)N(CC(=O)NN=C2CCN(C)CC2)c2ccc(C)cc2)cc1OC the results were DT40 TDP1 CPT -8%, FEN1 inhibitor -3% and N370S GC mod -2%.
For COc1cccc(CC(=O)OCC(=O)NC(=O)c2ccc(OC(F)F)cc2)c1 the results were DT40 TDP1 CPT 1%, FEN1 inhibitor -4% and N370S GC mod -7%.
Screening COc1cc(/C=N/N=C2/NC(=O)C(Cc3ccccc3)S2)ccc1O (stereo not drawn) returned DT40 TDP1 CPT inconclusive, FEN1 inhibitor 15% and N370S GC mod -6%.

(further entries)
O=c1[nH]n(-c2ccccc2Cl)c(=O)c2ccccc12 was read as DT40 TDP1 CPT -19%, FEN1 inhibitor 8% and N370S GC mod 6%.
Screening O=C(c1ccccc1)C(c1ccccc1)[n+]1csc2ccccc21 (stereo not drawn) returned DT40 TDP1 CPT inconclusive and FEN1 inhibitor -6%.
Cc1c(NC(=O)OC(C)C)sc(=S)n1C was read as DT40 TDP1 CPT -2%, FEN1 inhibitor 7% and N370S GC mod -2%.
COc1ccc(C(=O)N2CCN(c3ccccc3)CC2)cc1S(=O)(=O)N1CCOCC1 was read as DT40 TDP1 CPT 15%, FEN1 inhibitor 5% and N370S GC mod -5%.
COc1ccc(CNC(=O)Cn2nnc(-c3ccc(C(F)(F)F)cc3)n2)cc1 was read as DT40 TDP1 CPT -14% and FEN1 inhibitor 13%.
`CCSC1=N/C(=C\c2ccc(-c3ccccc3[N+](=O)[O-])o2)C(=O)S1` gave DT40 TDP1 CPT 4%, FEN1 inhibitor -3% and N370S GC mod 22%.
For O=C(CN1C(=O)CCc2cc(S(=O)(=O)N3CCOCC3)ccc21)Nc1cccc(C(F)(F)F)c1 the results were DT40 TDP1 CPT inconclusive and FEN1 inhibitor -8%.
NC(=NC1C2CC3CC(C2)CC1C3)Nc1ccc(I)cc1 (stereo not drawn) was read as DT40 TDP1 CPT 4.1µM* and N370S GC mod -9%&-7%&-5%.
`Cc1ccc(NC(=O)CC(NC(=O)c2ccccc2Cl)c2ccccc2)nc1` (stereo not drawn) gave DT40 TDP1 CPT -8% and FEN1 inhibitor -1%.
Screening N#CCCn1c(=O)cnc2cnc(OCc3ccccc3)nc21 returned DT40 TDP1 CPT -4% and N370S GC mod 3%.
`CCNc1ncc2nc(-c3cccc(C#N)c3)c(=O)n(CCC#N)c2n1` gave DT40 TDP1 CPT -1% and N370S GC mod inconclusive.
CCOc1cccc2sc(=NC(=O)CCS(=O)(=O)c3ccc(F)cc3)n(C)c12 was read as DT40 TDP1 CPT inconclusive, FEN1 inhibitor -6% and N370S GC mod -12%.
Screening Cc1ccc(CNC(=O)c2ccc(CS(=O)Cc3cccc(Cl)c3)o2)cc1 (stereo not drawn) returned DT40 TDP1 CPT inconclusive, FEN1 inhibitor -7%&-1% and N370S GC mod 19%.
For Cc1ccc([N+](=O)[O-])cc1S(=O)(=O)Nc1cccc(S(=O)(=O)Nc2ccccc2C(=O)O)c1 the results were DT40 TDP1 CPT -8% and FEN1 inhibitor -10%.
For CC(C)Oc1ccc(C(=O)NNC(=O)c2ccccc2C(=O)O)cc1 the results were DT40 TDP1 CPT -15%, FEN1 inhibitor 10% and N370S GC mod 2%.
`O=C(c1cc([N+](=O)[O-])ccc1N1CCOCC1)N1CCN(c2ccc([N+](=O)[O-])cc2)CC1` gave DT40 TDP1 CPT 13µM*, FEN1 inhibitor 33% and N370S GC mod -3%.
O=[N+]([O-])c1ccc(N2CCN(Cc3ccncc3)CC2)cc1 was read as DT40 TDP1 CPT inconclusive, FEN1 inhibitor 0% and N370S GC mod -10%.
For CCOc1ccc(C(=O)N2CCC3(CC2)NCCc2[nH]cnc23)cc1OCC the results were DT40 TDP1 CPT 7%, FEN1 inhibitor 17% and N370S GC mod 4%.
For CCOC(=O)C1CCCN(C(=O)/C(=C/c2ccco2)NC(=O)c2ccccc2)C1 (stereo not drawn) the results were DT40 TDP1 CPT 3%, FEN1 inhibitor -2% and N370S GC mod -1%.
Screening Nc1ccc(-n2c(N)c(C(=O)NCc3ccc4c(c3)OCO4)c3nc4ccccc4nc32)cc1 returned DT40 TDP1 CPT inconclusive and FEN1 inhibitor 1%.
COc1ccc(/C=C/C(=O)N[C@@H](C)C(=O)O)cc1 was read as DT40 TDP1 CPT 39%[activator], FEN1 inhibitor -4% and N370S GC mod -16%.
For O=C(CCCCCN1C(=O)CCC1=O)Nc1ncn[nH]1 the results were DT40 TDP1 CPT -23%, FEN1 inhibitor 8% and N370S GC mod 5%.
For CCOC(=O)C(CC)n1cnc2c(cnn2-c2ccc(Cl)cc2)c1=O (stereo not drawn) the results were DT40 TDP1 CPT inconclusive, FEN1 inhibitor -4% and N370S GC mod -15%.
`Cn1c(SCC(=O)N2CCN(S(=O)(=O)c3ccccc3)CC2)nc2ccccc21` gave DT40 TDP1 CPT -8%, FEN1 inhibitor -9% and N370S GC mod 1%.
CC12CCC(C(=O)NCCN3CCCCC3)(CC1=O)C2(C)C (stereo not drawn) was read as DT40 TDP1 CPT -1%, FEN1 inhibitor 1% and N370S GC mod -14%.
Oc1c(Cl)cc(Cl)cc1C=Nc1ccc(Br)cc1 was read as DT40 TDP1 CPT -24%, FEN1 inhibitor -9% and N370S GC mod 19%.
For CCOC(=O)N1CCN(CC(=O)Nc2ccc([N+](=O)[O-])cc2C(=O)Nc2ccccc2F)CC1 the results were DT40 TDP1 CPT 21µM*, FEN1 inhibitor -1% and N370S GC mod -1%.
`COc1ccccc1N1CCN(C(=O)CN(c2cc(C)cc(C)c2)S(C)(=O)=O)CC1` gave DT40 TDP1 CPT inconclusive, FEN1 inhibitor 10% and N370S GC mod -2%.
`COc1ccc(-n2c(Cc3cccn3C)nnc2SCC(=O)Nc2ccccc2C)cc1` gave DT40 TDP1 CPT inconclusive, FEN1 inhibitor -1% and N370S GC mod 6%.
`Cc1ccc(C(=O)N2CCc3ccccc32)cc1C` gave DT40 TDP1 CPT 2% and FEN1 inhibitor 22%.

Looked up one by one from the list above:
For CCOC(=O)C(CC)n1cnc2c(cnn2-c2ccc(Cl)cc2)c1=O (stereo not drawn) the results were DT40 TDP1 CPT inconclusive, FEN1 inhibitor -4% and N370S GC mod -15%.
`COc1ccccc1N1CCN(C(=O)CN(c2cc(C)cc(C)c2)S(C)(=O)=O)CC1` gave DT40 TDP1 CPT inconclusive, FEN1 inhibitor 10% and N370S GC mod -2%.
Oc1c(Cl)cc(Cl)cc1C=Nc1ccc(Br)cc1 was read as DT40 TDP1 CPT -24%, FEN1 inhibitor -9% and N370S GC mod 19%.

More records.
`Brc1nc(-c2ccccc2)nc(-c2ccccc2)c1Br` gave DT40 TDP1 CPT -1% and FEN1 inhibitor -13%.
COc1ccc(C(CNC(=O)c2ccc(N3CCCC3=O)cc2)N2CCCC2)cc1 (stereo not drawn) was read as DT40 TDP1 CPT -26% and FEN1 inhibitor 0%.
Cc1ccc(OCCn2ncc3ccccc3c2=O)c(C)c1 was read as DT40 TDP1 CPT inconclusive, FEN1 inhibitor 14% and N370S GC mod 2%.
`O=C(Nc1ccccn1)c1ccc(C(=O)c2ccccc2)cc1` gave DT40 TDP1 CPT -8%, FEN1 inhibitor -15% and N370S GC mod 1%.
For Cc1ccc(-c2nc3ccccc3[nH]c2=O)cc1 the results were DT40 TDP1 CPT 2%, FEN1 inhibitor -4% and N370S GC mod inconclusive.
O=C(OCc1nc(-c2ccccc2)oc1COC(=O)c1ccco1)c1ccco1 was read as DT40 TDP1 CPT -6%, FEN1 inhibitor -19% and N370S GC mod -12%.
`COc1ccccc1C(C)NCC(=O)NCc1ccc(C)cc1` (stereo not drawn) gave DT40 TDP1 CPT 12%, FEN1 inhibitor -9% and N370S GC mod -6%.
Screening CCOc1ccc(CCNC(=O)CCSCc2cccc(Cl)c2)cc1OCC returned DT40 TDP1 CPT inconclusive and FEN1 inhibitor -12%.
Screening CC(=O)c1cc2c(C)cc(=O)oc2cc1O returned DT40 TDP1 CPT -19%, FEN1 inhibitor 5% and N370S GC mod -2%.
For CC(CN1CCN(Cc2ccccc2)CC1)OC(=O)c1ccco1 (stereo not drawn) the results were DT40 TDP1 CPT 0%, FEN1 inhibitor -11% and N370S GC mod -4%.
`CCCc1c(O)nc(SCC(=O)N2CCCCC2)[nH]c1=O` gave DT40 TDP1 CPT -7%, FEN1 inhibitor -1% and N370S GC mod -6%.
COc1ccc(C(=O)CSc2ccc(-c3ccco3)nn2)cc1 was read as DT40 TDP1 CPT inconclusive, FEN1 inhibitor -3% and N370S GC mod 5%.
For Cc1ccc(C)c(S(=O)(=O)N2CCN(C(=O)c3n[nH]c(=O)c4ccccc34)CC2)c1 the results were DT40 TDP1 CPT inconclusive and FEN1 inhibitor -3%.
Screening CC(=O)[C@@]1(O)[C@H](O)CC2C3CCC4CC(O)CC[C@]4(C)C3CC[C@@]21C (stereo partly drawn) returned DT40 TDP1 CPT -12%[9.04 µM] and N370S GC mod -8%.
CC1(C)CC(=O)C(C=NCCN2CCN(C(=O)CCl)CC2)=C(O)C1 was read as DT40 TDP1 CPT inconclusive, FEN1 inhibitor 20% and N370S GC mod 7%.
COc1ccccc1-c1nccc(-n2ccnc2)n1 was read as DT40 TDP1 CPT 2% and N370S GC mod -7%.
Screening COc1ccc(Oc2ccc(/C=C/C(=O)c3cccc(OC)c3)cc2[N+](=O)[O-])cc1 returned DT40 TDP1 CPT 7.3µM*, FEN1 inhibitor inconclusive and N370S GC mod 0%.
Screening CC(C)OC(=O)c1ccc(Cn2nnc3ccccc3c2=O)cc1 returned DT40 TDP1 CPT -13%, FEN1 inhibitor -22% and N370S GC mod 13%.
Cc1cccc(C)c1NC(=O)CN(C)C(=O)c1ccccc1C(=O)N(C)Cc1ccccc1 was read as DT40 TDP1 CPT inconclusive, FEN1 inhibitor 1% and N370S GC mod -8%.
Screening Cc1c(N2C(=O)c3ccccc3C2(O)c2ccccc2)c(=O)n(-c2ccccc2)n1C (stereo not drawn) returned DT40 TDP1 CPT 13%, FEN1 inhibitor -10% and N370S GC mod 10%.
COc1ccc(N(CC(=O)N/N=C/c2cc(OC)ccc2OC)S(=O)(=O)c2ccccc2)cc1 was read as DT40 TDP1 CPT 16%, FEN1 inhibitor -8% and N370S GC mod inconclusive.
Screening O=C(C[n+]1ccncc1)c1ccc(Br)cc1 returned DT40 TDP1 CPT inconclusive and FEN1 inhibitor 0%.
`CCc1nccn1CCC(=O)N1CCc2c([nH]c3ccccc23)C1CC(C)C` (stereo not drawn) gave DT40 TDP1 CPT -24%, FEN1 inhibitor -10% and N370S GC mod 2%.
Screening Cc1ccc(C(=O)Nc2ccc(S(=O)(=O)Nc3cnc4ccccc4n3)cc2)cc1 returned DT40 TDP1 CPT 2%, FEN1 inhibitor -1% and N370S GC mod 8%.
For Cc1cc(C)c2c(c1)cc(C)c1nnc(SCC(=O)N3CCCc4ccccc43)n12 the results were DT40 TDP1 CPT 4%, FEN1 inhibitor -6% and N370S GC mod 22%.
For Cc1cc(N)n(-c2ccc(C)c(C)c2)n1 the results were DT40 TDP1 CPT -2%, FEN1 inhibitor 13% and N370S GC mod -1%.

Screens from PubChem.

Only part of the results is shown (hit frequency here may not be typical).
